# IDE cell inh: human IDE inhibitors in live cells, primary screen, fluorescence polarization, HEK cells, FAbetaB substrate; Insulin-degrading enzyme (Homo sapiens), P14735; FAbetaB cleavage; inhibition, % at 5.59 µM; 320,000 compounds, 0.41% hits; AID 434962, 2010;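 active means percent inhibition above the average of all tested compounds plus 3 SD, set per screening campaign, cut at about 16% in these data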;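 further: IDE supplied by intact live HEK cells; FP after avidin binding of uncleaved biotin substrate so inhibition keeps polarization high; 0% = DMSO wells and 100% = 60 µM reference IDE inhibitor Ii1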
# MEKK3 PB1 HTS: modulators of MEKK3-MEK5 PB1 binding, primary screen, biochemical, wildtype MEKK3, multiplex bead flow cytometry, Alexa488-MEK5. AID 1529, 2009. binding response (% of control), % at 10 µM. bead-based flow cytometry, Alexa488-MEK5 binding to MEKK3; actives lie on both sides; 0 = blocked by unlabeled MEK5, 100 = vehicle. 290,000 compounds, 1.4% hits;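 active means binding response more than 3 SD above or below the average of its plate-row segment, actives on both sides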;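 further: Alexa488 bead fluorescence after subtracting the streptavidin-only scavenger bead signal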
# IDE cell activ: human IDE activators in live cells, primary screen, fluorescence polarization, HEK cells, FAbeta-B substrate | 340,000 compounds, 0.073% hits | activation, % at 5.96 µM | FAbeta-B cleavage; 0% vehicle, 100% cell-free pure enzyme wells | Insulin-degrading enzyme (Homo sapiens), P14735 | AID 493087, 2011;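 active means activation above the mean of all tested compounds plus 3 SD, set per screening campaign, cut at about 17% in these data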
# p-CIP stab down: p/CIP-EGFP fusion destabilizers, primary screen, fluorescence, F442A cells; Q05BA5; 16 h; decrease of EGFP signal, % at 10 µM; 290,000 compounds, 0.01% hits;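 active means EGFP signal decrease of at least 30% at 10 µM or well 3 SD below plate mean, unless failing retest; inactive means the rest, including hits failing retest or dose response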; further: some compounds called inactive have numbers as strong as hits; many of its hits are not listed in these tables
# Target sequence (Q05BA5 1-1403): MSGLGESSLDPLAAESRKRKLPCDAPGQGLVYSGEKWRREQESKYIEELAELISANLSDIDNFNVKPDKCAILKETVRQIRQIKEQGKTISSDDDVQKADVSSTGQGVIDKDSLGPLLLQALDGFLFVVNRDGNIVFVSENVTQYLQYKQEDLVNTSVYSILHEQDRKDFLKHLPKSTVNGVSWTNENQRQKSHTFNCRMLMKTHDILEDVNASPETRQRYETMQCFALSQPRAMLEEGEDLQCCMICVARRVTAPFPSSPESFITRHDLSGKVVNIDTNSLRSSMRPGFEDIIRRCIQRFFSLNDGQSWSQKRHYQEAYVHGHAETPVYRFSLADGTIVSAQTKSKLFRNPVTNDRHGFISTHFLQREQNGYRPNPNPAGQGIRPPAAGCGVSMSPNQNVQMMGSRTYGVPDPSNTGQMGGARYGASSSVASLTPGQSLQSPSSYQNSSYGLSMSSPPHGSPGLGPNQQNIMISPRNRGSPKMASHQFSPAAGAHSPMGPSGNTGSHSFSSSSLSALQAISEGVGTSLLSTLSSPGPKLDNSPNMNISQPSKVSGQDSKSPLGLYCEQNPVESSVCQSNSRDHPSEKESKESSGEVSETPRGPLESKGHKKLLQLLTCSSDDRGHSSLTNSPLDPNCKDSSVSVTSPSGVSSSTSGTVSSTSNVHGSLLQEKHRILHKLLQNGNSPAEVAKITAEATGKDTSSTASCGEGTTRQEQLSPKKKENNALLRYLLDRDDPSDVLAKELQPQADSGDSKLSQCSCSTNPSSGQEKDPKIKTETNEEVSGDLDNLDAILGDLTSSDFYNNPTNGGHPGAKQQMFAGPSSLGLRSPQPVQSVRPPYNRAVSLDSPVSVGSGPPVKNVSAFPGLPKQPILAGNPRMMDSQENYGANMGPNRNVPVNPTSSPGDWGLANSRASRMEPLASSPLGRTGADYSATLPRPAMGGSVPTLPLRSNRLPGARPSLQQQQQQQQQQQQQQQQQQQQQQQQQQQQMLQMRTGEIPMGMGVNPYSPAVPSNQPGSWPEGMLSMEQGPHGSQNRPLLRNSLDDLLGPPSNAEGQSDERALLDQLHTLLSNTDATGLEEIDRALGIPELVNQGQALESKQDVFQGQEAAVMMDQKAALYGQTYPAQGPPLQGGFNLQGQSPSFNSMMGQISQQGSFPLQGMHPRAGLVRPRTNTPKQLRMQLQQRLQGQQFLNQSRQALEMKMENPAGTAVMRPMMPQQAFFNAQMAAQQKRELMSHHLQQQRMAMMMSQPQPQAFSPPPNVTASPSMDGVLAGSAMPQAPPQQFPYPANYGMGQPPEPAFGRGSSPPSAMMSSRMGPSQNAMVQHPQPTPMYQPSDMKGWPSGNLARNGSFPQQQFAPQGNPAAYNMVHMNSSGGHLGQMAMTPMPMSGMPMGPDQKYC
# SUMO HTRF inh: inhibitors of in vitro SUMOylation cascade, primary screen, biochemical, HTRF, uHTS | 290,000 compounds, 0.36% hits | inhibition, % at 35 µM | HTRF SUMOylation assay, SAE1/SAE2 + UBC9; in the data active means inhibition above about 50%, passing the limit was not always enough; further: strong numbers were not always called active
# MEKK2mut PB1 HTS: MEK5 binding signal on mutant MEKK2 PB1, primary screen, biochemical, multiplex bead flow cytometry, Alexa488-MEK5. Alexa488-MEK5 binding to MEKK2 mutant. percent response, % at 10 µM. 290,000 compounds, 0.35% hits. AID 1530, 2009; in the data active means percent response above about 24%, passing the limit was not always enough; further: inactives centre near 1; some results filed as inactive read as strong as hits; reference of the scale not given here
# MEKK2wt PB1 HTS: modulators of MEK5 binding to wildtype MEKK2, primary screen, biochemical, multiplex bead flow cytometry, Alexa488-MEK5; Mitogen-activated protein kinase kinase kinase 2 (Homo sapiens), Q9Y2U5; Alexa488-MEK5 binding to MEKK2 WT; actives lie on both sides; binding response (% of control), % at 10 µM; 290,000 compounds, 1.1% hits; AID 1531, 2009; in the data active means binding response below about 67% or above about 130%
# NALP1 yeast inh: NALP1 inflammasome inhibitors in reconstituted yeast, colorimetric, S. cerevisiae, triplicate retest | S. cerevisiae NALP1/ASC/caspase-1 growth, X-gal OD620, 72 h | inhibition, % at 10 µM | 280,000 compounds, 0.61% hits | AID 2071, 2009; in the data active means inhibition mostly above about 24%, no sharp cut-off; inactive means mostly below about 32%; further: some compounds called inactive have numbers as strong as hits
# PfM18AAP inh: PfM18AAP inhibitors, malaria aminopeptidase, primary screen, biochemical, QFRET, recombinant enzyme | H-Glu-NHMec fluorogenic cleavage | inhibition, % at 7.35 µM | 290,000 compounds, 1.2% hits | AID 1822, 2009;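 active means inhibition above the campaign mean inhibition over all tested compounds plus 3 SD, cut at about 28% in these data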;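 further: 0% = plate median of test compound wells and 100% = 2 mM ZnCl2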
# * = called active by the depositor; · = no result given. These rows are one share of the data; the hit share may differ from the screen's.
smiles	IDE cell inh	MEKK3 PB1 HTS	IDE cell activ	p-CIP stab down	SUMO HTRF inh	MEKK2mut PB1 HTS	MEKK2wt PB1 HTS	NALP1 yeast inh	PfM18AAP inh
COc1ccc(CCn2c(=O)c3cccnc3n(Cc3cccc([N+](=O)[O-])c3)c2=O)cc1OC	0	102	5	3	9	-1	102	6	-12
COc1ccc(OC)c(C2CC(=O)N3CN(c4cccc(Cl)c4)CSC3=C2C#N)c1 (stereo not drawn)	4	96	-24	-11	17	-4	90	-8	20
O=C1c2cccc([N+](=O)[O-])c2C(=O)N1C1CCCCC1	3	99	4	12	-4	-11	95	0	1
CC(Nc1cc(=O)n(C)c(=O)[nH]1)c1ccccc1 (stereo not drawn)	-2	101	6	4	4	3	105	25	-1
O=C(CCN1CCc2ccccc2CC1)c1ccc2c(c1)OCCO2	-6	96	1	-10	3	-2	97	-13	-34
CCOc1ccccc1CNS(=O)(=O)c1ccc2[nH]c(=O)sc2c1	7	106	1	-7	34	7	110	16	4
O=C(Nc1ccccc1)C1C2/C=C\CCCCC21 (stereo not drawn)	-2	107	2	-2	-12	6	106	-1	-1
COc1ccc(C2CC(=O)Oc3ccc(C(C)(C)C)cc32)cc1 (stereo not drawn)	-3	102	0	-3	-8	-1	101	-6	-15
Cc1ccc2c(c1)nnn2C1CCN(CC(=O)c2ccc(Cl)cc2)CC1	-3	129*	4	4	20	5	120	9	2
O=C1CCCc2c1nc(-c1ccco1)n2O	5	91	3	-16	43	-8	104	10	1
CCOCCCNC(=O)CCc1nnc2n(CCC(C)C)c(=O)c3ccccc3n12	3	109	1	-12	25	9	112	1	-13
COc1ccccc1N1CCN(c2ccc([N+](=O)[O-])nc2)CC1	6	99	0	3	1	0	100	2	4
Cc1ccc(N/N=C(\C#N)C(N)=S)cc1C	-3	101	8	-32	-13	-4	95	11	-1
Cc1ccc(/C=N/NC(=O)C(O)c2ccccc2)o1 (stereo not drawn)	2	99	1	1	18	-1	97	·	-5
CCN(CC(=O)Nc1c(F)cccc1F)C(=O)CCc1ccc(OC)cc1	4	108	-4	7	2	1	103	-2	3
O=C(Nc1ccccc1)c1cn2ccccc2n1	0	104	3	-4	8	-2	98	11	3
COc1ccc(NC(=O)c2cccc(N3C(=O)C4C5C=CC(C5)C4C3=O)c2)cc1 (stereo not drawn)	-2	100	3	6	11	6	106	4	-3
NC(=O)NC(=O)C[n+]1cccc(/C=N/O)c1	3	102	2	12	-18	4	97	-11	-12
Cc1onc(-c2ccccc2)c1C(=O)NCC1CCN(C(=O)c2c(-c3ccccc3)noc2C)CC1	3	99	-2	-30	20	0	102	12	-4
CN1C(=O)CSC1=Nc1cccc(Cl)c1	8	101	3	-99	14	2	98	4	2
CCOc1ncccc1C(=O)N(C)CC1COc2ccccc2O1 (stereo not drawn)	-3	101	-4	-7	13	6	100	20	6
O=C(CCNc1cccc(Cl)c1)c1cccs1	-3	98	7	-16	19	2	99	24	-7
COc1cc([N+](=O)[O-])c2ncsc2c1	-2	97	1	3	0	-2	97	20	5
CC(=O)c1cccc(N(CC(=O)Nc2ccccc2C(=O)N2CCCC2)S(C)(=O)=O)c1	2	104	3	-8	-5	10	109	-18	3
COc1ccc(NC(=O)N(Cc2ccc(C)cc2)Cc2cccnc2)c(OC)c1	5	98	1	-14	6	-3	101	0	0
Nc1nnc(SCC(=O)Nc2cccc(S(N)(=O)=O)c2)s1	-4	99	1	14	9	-2	95	7	1
CC1=C(C(=O)NC2CC(C)(C)Cc3c2cnn3-c2ccc(C)cc2)OCCO1 (stereo not drawn)	·	97	2	-14	5	0	100	0	-8
O=C(O)Cc1n[nH]c(=O)c2ccccc12	-7	102	-1	-4	5	-3	101	13	0
Cc1ccc(Cn2c(NCCc3ccccc3)nc3c2c(=O)n(C)c(=O)n3C)cc1	3	98	-1	-10	-10	2	96	3	1
Cc1cc(-c2nn(-c3ccccc3F)cc2CN2CCN(c3ccccn3)CC2)c(C)s1	-2	102	0	-9	-22	7	117	0	-8
O=C(C1CC(=O)N(c2ccc(Cl)cc2)C1)N1CCOCC1 (stereo not drawn)	1	98	2	-11	-6	2	94	3	-2
CC(Nc1ccccc1)c1cc(Cl)ccc1O (stereo not drawn)	-4	112	9	-3	-11	10	95	2	0
CCOC(=O)C(C)Oc1c(C(=O)OC)sc2ncccc12 (stereo not drawn)	-6	97	5	6	6	-2	99	-3	4
Cc1ccc(Cn2c(C(=O)O)cc3sccc32)cc1	1	83	-4	-3	3	-4	86	31	-9
CCOC(=O)N1CCN(c2c(NCC3CCN(Cc4cccc(C)c4)CC3)c(=O)c2=O)CC1	3	100	-2	-3	2	0	112	·	0
CCn1c(SC/C=C/c2ccccc2)nnc1-c1cccs1	4	104	0	-6	18	2	100	-2	-1
O=C(NCC(F)(F)F)Nc1cccnc1	0	127*	-3	2	-5	22	121	-8	0
O=C(NC(c1ccccc1)c1ccccc1)c1ccc(CO)cc1	-4	109	1	-7	11	11	113	23	-13
COc1ccc(C2=NN(C(=O)CSc3nnc(C)c(=O)n3N)C(c3ccco3)C2)cc1 (stereo not drawn)	-3	103	5	2	7	-7	87	19	7
N#Cc1c(N2CCSCC2)nsc1-c1ccccc1Cl	·	99	-3	8	-40	-2	98	14	4
CCN(CC)c1ccc(/C=N/N=C(c2ccccc2)c2ccccc2)c(O)c1	-4	104	7	-4	-3	3	104	17	-2
COc1cccc(N/C(SC)=C(/C#N)C(N)=O)c1	2	98	-5	-6	12	-2	101	6	2
CCN(CCCNC(=O)C1CCN(S(=O)(=O)c2cnc[nH]2)CC1)c1cccc(C)c1	1	110	-1	-19	13	8	120	11	51*
CCC(C)(C)n1nnnc1C(c1ccncc1)N1CCN(c2cccc(OC)c2)CC1 (stereo not drawn)	0	87	-2	4	1	-4	98	·	3
CCCCn1c(CN2CCN(c3ccc(F)cc3)CC2)nc2c1c(=O)n(C)c(=O)n2C	-3	110	5	-10	1	12	111	22	-6
Cc1ccccc1-n1c(Cn2c(=O)sc3ccccc32)nnc1SCC(=O)N1CCCC1	0	·	0	7	-6	·	·	32	3
O=C(C1CCC(Cn2c(=S)[nH]c3ccccc3c2=O)CC1)N1CCN(c2ccccn2)CC1 (stereo not drawn)	-2	90	0	1	4	-12	74	1	-4
CS(=O)(=O)N(CC(=O)N1CCCC1)c1ccccc1Br	-1	101	-3	-14	10	1	101	14	-16
CCN(CC)C(=O)CSc1ncccc1-c1nc2ccccc2[nH]1	1	90	0	2	11	-4	93	5	-13
C(=N\Nc1nc(Nc2ccccc2)nc(N2CCCCC2)n1)/c1ccco1	-1	94	·	-2	-4	-8	88	-6	7
O=C(CSc1ccc(C(F)(F)F)cn1)Nc1ccccc1	6	93	0	-12	15	-16	92	11	0
COc1cc(OC)cc(C(=O)Nc2ccc(S(=O)(=O)Nc3cc(C)on3)cc2)c1	2	124	0	-2	10	-1	101	19	5
COc1ccccc1C(=O)Nc1ccc(S(=O)(=O)Nc2onc(C)c2C)cc1	1	101	1	-6	9	1	103	-21	3
S=c1[nH]nc(-c2cc(-c3ccccc3)n[nH]2)n1/N=C/C=C/c1ccco1	8	95	·	-4	48	-17	91	-7	16
CCN(CC)C(=O)Cn1cc(C(=O)C(=O)N2CCN(Cc3ccc4c(c3)OCO4)CC2)c2ccccc21	0	105	0	-2	22	6	111	15	-14
COc1ccc(C2CC(c3cccs3)=NN2S(C)(=O)=O)cc1OC (stereo not drawn)	3	80	7	-4	16	70*	·	12	-3
CCN(C(=O)c1ccc(Br)cc1)c1ccccc1	9	100	-3	-16	8	-3	107	-6	-8
COc1cc(/C=C2\C(=N)N3N=C(S(C)(=O)=O)SC3=NC2=O)cc(OC)c1OCCOc1ccccc1C	6	104	5	10	8	4	101	10	-4
COc1ccc(C(=O)NC2CC2)cc1OC1CCN(Cc2ccc(F)cc2Cl)CC1	0	101	-1	-4	-14	4	108	20	4
CC(CN1CCCCC1)OC(=O)C(C)(c1ccccc1)c1ccccc1 (stereo not drawn)	6	102	-4	9	8	-2	110	17	1

# Compounds shown so far with a CF3 group (2):
smiles	IDE cell inh	MEKK3 PB1 HTS	IDE cell activ	p-CIP stab down	SUMO HTRF inh	MEKK2mut PB1 HTS	MEKK2wt PB1 HTS	NALP1 yeast inh	PfM18AAP inh
O=C(NCC(F)(F)F)Nc1cccnc1	0	127*	-3	2	-5	22	121	-8	0
O=C(CSc1ccc(C(F)(F)F)cn1)Nc1ccccc1	6	93	0	-12	15	-16	92	11	0

# (next part)
smiles	IDE cell inh	MEKK3 PB1 HTS	IDE cell activ	p-CIP stab down	SUMO HTRF inh	MEKK2mut PB1 HTS	MEKK2wt PB1 HTS	NALP1 yeast inh	PfM18AAP inh
O=C(N/N=C/c1ccco1)c1cc([N+](=O)[O-])cc([N+](=O)[O-])c1	0	100	-3	-3	-2	0	103	24	3
COCCN(C(=O)c1csnn1)C(C(=O)NC1CCCCC1)c1cccs1 (stereo not drawn)	3	97	7	-12	8	0	101	25	-1
Cc1nc2cc(-c3ccc(Cl)cc3)nn2c(C)c1CCC(=O)NC(C)c1ccc2c(c1)OCCO2 (stereo not drawn)	5	108	-17	4	-15	13	97	51	3
COc1ccc(CNC(=O)CCC(=O)N2CC(C)Oc3ccccc32)cc1 (stereo not drawn)	5	99	4	-5	12	1	101	-2	-11
CCOC(=O)c1[nH]c2ccc(F)cc2c1NC(=O)C1=COCCO1	1	100	-3	-13	22	0	98	17	1
Cc1ccc(Cl)cc1NC(=O)CN1CCN(C(=O)C2CCCO2)CC1 (stereo not drawn)	-3	106	0	10	17	8	111	14	-14
O=C(NC1CC2CCCC(C1)N2C(=O)Nc1ccccc1Cl)C1CC1 (stereo not drawn)	1	108	5	-8	7	1	106	27	-6
CC(=O)c1cccc(NC(=O)CCn2c(=S)oc3ccccc32)c1	-1	109	5	-6	10	7	106	0	-4
COc1ccc(N=Cc2oc3ccc4ccccc4c3c2O)cc1	18*	107	-27	-47	30	-2	101	-2	2
COc1cccc(CN2CCNC(=O)C2CC(=O)N2CCCCO2)c1OC (stereo not drawn)	-2	91	5	-4	-20	-6	91	-5	0
Cc1ccc(C(=O)c2oc3ccc(Cl)cc3c2NC(=O)CN2CCN(C)CC2)cc1	0	109	2	2	-7	14	160*	11	6

# Ordered by value in PfM18AAP inh (highest first): some entries from above
smiles	IDE cell inh	MEKK3 PB1 HTS	IDE cell activ	p-CIP stab down	SUMO HTRF inh	MEKK2mut PB1 HTS	MEKK2wt PB1 HTS	NALP1 yeast inh	PfM18AAP inh
Cc1nc2cc(-c3ccc(Cl)cc3)nn2c(C)c1CCC(=O)NC(C)c1ccc2c(c1)OCCO2 (stereo not drawn)	5	108	-17	4	-15	13	97	51	3
COc1cccc(CN2CCNC(=O)C2CC(=O)N2CCCCO2)c1OC (stereo not drawn)	-2	91	5	-4	-20	-6	91	-5	0
CC(=O)c1cccc(NC(=O)CCn2c(=S)oc3ccccc32)c1	-1	109	5	-6	10	7	106	0	-4
